PrPC TRFRET – cell surface PrPC inhibition, primary TR-FRET screen | TR-FRET read-out | inhibition, % at 13.8 µM | 0.43% of 370,000 active | AID 720596; in the data active = inhibition above about 24%; note: 0% = median of the test wells and 100% = reference compound wells
Mtb UGM inh – blocks M. tuberculosis UGM enzyme | P9WIQ1 | AID 504406 | 0.06% of 320,000 active | purified UGM, fluorescence polarization probe displacement | inhibition, % at 10 µM; in the data active = inhibition above about 10%, passing the limit was not always enough; inconclusive = no clear call, values can overlap the other calls
Mtb BioA inh – inhibitors of Mycobacterium tuberculosis BioA enzyme. purified M. tuberculosis BioA enzyme, plate reader. inhibition, % at 9.99 µM. 0.096% of 360,000 active; in the data active = inhibition above about 40%; inconclusive = no clear call, values can overlap the other calls
BoNT F protease – blocks Botulinum neurotoxin F light chain protease | Multiplex microsphere protease cleavage assay, flow cytometry | inhibition, % at 10 µM | 0.22% of 360,000 active; in the data active = inhibition above about 35%, passing the limit was not always enough; inconclusive = no clear call, values can overlap the other calls; note: plate controls were buffer without enzyme for full effect and enzyme alone for no effect
MazF activator – activators of E. coli MazEF toxin-antitoxin RNase; AID 504720; activation, % at 20 µM; 0.32% of 350,000 active; FAM/BHQ RNA-DNA oligo cleavage fluorescence, 5 h; in the data active = activation above about 50%
Target sequence (P0AE70 whole entry, looked up): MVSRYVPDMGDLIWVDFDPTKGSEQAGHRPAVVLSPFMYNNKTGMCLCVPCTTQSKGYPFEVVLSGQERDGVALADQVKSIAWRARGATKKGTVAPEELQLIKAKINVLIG
GDH-TPI counter – counter-screen for M. tuberculosis FBA inhibitors: GDH-TPI coupled enzymes. GDH-TPI coupled enzyme counterscreen, NADH absorbance. inhibition, % at 4.8 µM. 1.2% of 360,000 active; in the data active = inhibition above about 30%;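 note: 0% = DMSO wells and 100% = wells lacking the enzyme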
FBA Mtb inh – inhibitors of M. tuberculosis fructose-bisphosphate aldolase | AID 588726 | P9WQA3 | 2.3% of 360,000 active | purified M. tuberculosis FBA, fluorescence read-out | inhibition, % at 1 µM; in the data active = inhibition above about 27%;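 note: 0% = vehicle and 100% = reference inhibitor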
Target sequence (P9WQA3 whole entry, looked up): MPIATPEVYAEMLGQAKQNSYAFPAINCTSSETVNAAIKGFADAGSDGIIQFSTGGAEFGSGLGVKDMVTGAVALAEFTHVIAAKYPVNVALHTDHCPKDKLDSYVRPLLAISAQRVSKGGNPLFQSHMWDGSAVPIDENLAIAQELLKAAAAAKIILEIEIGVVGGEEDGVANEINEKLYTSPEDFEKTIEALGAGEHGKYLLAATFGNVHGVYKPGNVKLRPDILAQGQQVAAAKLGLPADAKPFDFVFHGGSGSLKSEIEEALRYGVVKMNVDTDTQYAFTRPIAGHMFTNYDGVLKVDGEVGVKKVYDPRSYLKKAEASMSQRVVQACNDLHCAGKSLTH
FadD28 FP inh – blocks FadD28 binding to the bisubstrate probe; fluorescence polarization; inhibition, % at 12.5 µM; 0.22% of 360,000 active; in the data active = inhibition above about 8.5%, passing the limit was not always enough; inconclusive = no clear call, values can overlap the other calls
Rv3671c protease – inhibitors of M. tuberculosis serine protease Rv3671c. P9WHR9. inhibition, % at 5.96 µM. 0.048% of 320,000 active. AID 2606; in the data active = inhibition above about 38%;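 note: extracellular domain of Rv3671c used as enzyme; 0% = enzyme with DMSO and 100% = no enzyme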
Target sequence (P9WHR9 whole entry, looked up, the tested form may be a part): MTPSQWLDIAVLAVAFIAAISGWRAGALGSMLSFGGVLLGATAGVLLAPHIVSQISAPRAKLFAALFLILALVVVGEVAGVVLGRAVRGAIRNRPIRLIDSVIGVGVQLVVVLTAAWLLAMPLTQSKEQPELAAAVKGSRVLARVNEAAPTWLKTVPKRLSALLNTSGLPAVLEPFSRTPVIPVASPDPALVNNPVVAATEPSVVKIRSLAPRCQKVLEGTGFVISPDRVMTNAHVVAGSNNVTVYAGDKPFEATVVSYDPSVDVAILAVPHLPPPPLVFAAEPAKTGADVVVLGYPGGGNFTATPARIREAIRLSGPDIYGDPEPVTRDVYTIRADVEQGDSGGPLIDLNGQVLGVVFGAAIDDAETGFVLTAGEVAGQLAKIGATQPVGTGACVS
* = called active by the depositor; u = inconclusive; x = not tested or not shown; & = joins results of further samples.

SMILES | PrPC TRFRET | Mtb UGM inh | Mtb BioA inh | BoNT F protease | MazF activator | GDH-TPI counter | FBA Mtb inh | FadD28 FP inh | Rv3671c protease
COc1cc(OC)cc(C(=O)N2CCC(N3CCN(c4ccccc4OC)CC3)CC2)c1 | -1 | 2.3 | x | -2 | 2 | 7 | 0 | -1.3 | -1
Cc1nc(N2CCOCC2)c2cc(-c3ccccc3)sc2n1 | -8 | 0.7 | 0.2 | -12 | -3 | 20 | 15 | -1.7 | -4
CCCc1nnc(NC(=O)CC(=O)Nc2ccccc2C(=O)O)s1 | -4 | 4.9 | 2.9 | 3 | 1 | 13 | 7 | 1.2 | 5
CCOC(=O)c1cn2nc(Oc3ccc(NC(C)=O)cc3)ccc2n1 | 1 | -1.6 | x | u | -8 | -8 | -5 | -3.3 | 1
CC(C)CC(C(=O)NC(C)(C)C)N(Cc1ccccc1Cl)C(=O)c1snc(C(N)=O)c1N (stereo not given) | -8 | 1.6 | 1.6 | -24 | 0 | 11 | 6 | -1.5 | x
O=C(CS(=O)(=O)c1ccccc1)N1CCCCCC1 | 2 | 0.0 | -0.3 | -14 | 6 | 1 | 8 | -0.6 | -1
CCCN1CCOC(CC(=O)Nc2ccc([N+](=O)[O-])cc2)C1=O (stereo not given) | -7 | 0.2 | x | 2 | 16 | 15 | -2 | -4.7 | 6
C=CCOn1c(=O)c(-c2ccc(Br)cc2)[n+]([O-])c2ccccc21 | -10 | 1.4 | -0.6 | 9 | 6 | 9 | -2 | 0.4 | 6
COc1cc(OC)c(C(=O)NCc2ccco2)cc1OC | 12 | 1.8 | 3.9 | 0 | 8 | 10 | -1 | -0.7 | -3
Cc1ccc(-n2c(O)c(C=Nc3ccc(Br)cn3)c(=O)[nH]c2=O)cc1 | 10 | -3.6 | x | -3 | -18 | 0 | -2 | -2.6 | 1

A section of the results above:
SMILES | PrPC TRFRET | Mtb UGM inh | Mtb BioA inh | BoNT F protease | MazF activator | GDH-TPI counter | FBA Mtb inh | FadD28 FP inh | Rv3671c protease
COc1cc(OC)cc(C(=O)N2CCC(N3CCN(c4ccccc4OC)CC3)CC2)c1 | -1 | 2.3 | x | -2 | 2 | 7 | 0 | -1.3 | -1
Cc1nc(N2CCOCC2)c2cc(-c3ccccc3)sc2n1 | -8 | 0.7 | 0.2 | -12 | -3 | 20 | 15 | -1.7 | -4
CCCc1nnc(NC(=O)CC(=O)Nc2ccccc2C(=O)O)s1 | -4 | 4.9 | 2.9 | 3 | 1 | 13 | 7 | 1.2 | 5
CCOC(=O)c1cn2nc(Oc3ccc(NC(C)=O)cc3)ccc2n1 | 1 | -1.6 | x | u | -8 | -8 | -5 | -3.3 | 1
CC(C)CC(C(=O)NC(C)(C)C)N(Cc1ccccc1Cl)C(=O)c1snc(C(N)=O)c1N (stereo not given) | -8 | 1.6 | 1.6 | -24 | 0 | 11 | 6 | -1.5 | x

Other entries follow:
SMILES | PrPC TRFRET | Mtb UGM inh | Mtb BioA inh | BoNT F protease | MazF activator | GDH-TPI counter | FBA Mtb inh | FadD28 FP inh | Rv3671c protease
COc1ccc(NC(=S)N/C(=N/S(=O)(=O)c2ccc(C)cc2)c2ccccc2)cc1 | 10 | 3.3 | -1.2 | 1 | 5 | -2 | 2 | -1.4 | -7
CCN(CC)c1ccc(S(=O)(=O)Nc2cc(Cl)ccc2Cl)cc1NC(=S)NC(=O)C1CCCC1 | 7 | -0.2 | -0.3 | -28 | 3 | 7 | -1 | -5.3 | -55
CC(C)/C=N/Nc1nc2c(c(=O)n(C)c(=O)n2C)n1C | -5 | 0.8 | x | u | 3 | 9 | -1 | -3.8 | 8
CC1(C)SC2C(NC(=O)C3(N)CCCCC3)C(=O)N2C1C(=O)O (stereo not given) | 1 | x | -2.9 | 9 | 3 | 14 | 2 | -1.2 | x
C/C(=N\NC(=O)c1nn(C)cc1Br)c1ccncc1 | 0 | -2.3 | x | -10 | -3 | 10 | 1 | 0.6 | 6
CCCNC(=O)C1(C)CCN(Cc2cc(C(F)(F)F)ccc2Cl)C1 (stereo not given) | 2 | x | 0.3 | 5 | x | 12 | -1 | -2.9 | x
Oc1ccc(Cl)cc1CNc1nccs1 | 10 | 2.2 | -0.8 | -4 | -24 | 0 | 3 | -1.2 | -1
Cc1c(NC(=S)NC(=O)C2CCCCC2)c(=O)n(-c2ccccc2)n1C | -3 | -0.3 | 0.7 | 6 | -1 | 8 | 3 | -1.7 | 5
COc1cc(NC(=O)COc2ccc3c(C)cc(=O)oc3c2C)cc(OC)c1OC | 4 | -0.9 | -5.6 | 1 | -2 | 16 | 4 | 0.6 | -16
O=S(=O)(CC(CN1CCCCC1)N1CCCCC1)c1ccccc1 (stereo not given) | 1 | -1.5 | -2.9 | -6 | -1 | -1 | 1 | -1.1 | -1
Cc1cnc(C)c(Nc2nc(C(N)Cc3ccc(C(F)(F)F)cc3)cs2)n1 (stereo not given) | 6 | x | -1.1 | -29 | x | 9 | 3 | -14 | x
CN(C)CCn1c2c(c(SCC(=O)Nc3cccc4ccccc34)nc1=O)CCC2 | 2 | 0.0 | 2.3 | 18 | 1 | 2 | 1 | -3.0 | 4
CCN1CCN(S(=O)(=O)c2ccc(OC)c(NC(=O)c3ccccc3F)c2)CC1 | -5 | 1.3 | x | -10 | 4 | 0 | -2 | -0.6 | 9
COc1ccc(C(C)(O)c2nc(-c3ccc(F)c(Cl)c3)cs2)cc1 (stereo not given) | -6 | x | -0.3 | -2 | x | 1 | -3 | -6.3 | x
CC(C)(O)C#Cc1ccc(C(=O)Nc2ccc3c(c2)OCO3)s1 | 21 | 6.2 | -0.5 | -2 | 8 | 17 | -2 | -0.4 | -2
CCc1ccccc1C1C(=O)c2ccccc2C1=O | -3 | -2.6 | -1.5 | x | 0 | 13 | 4 | -0.9 | 5
O=C(CCNC(=O)C1CCN(S(=O)(=O)c2ccc(F)cc2)CC1)Nc1nccs1 | 7 | 0.2 | -0.6 | 2 | -3 | 10 | 0 | -0.6 | -4
CN1CCN(c2ccc(C(=O)c3ccccc3)cc2[N+](=O)[O-])CC1 | -21 | 1.9 | 0.5 | -1 | 1 | 13 | -3 | -1.5 | -12
CCOC(=O)CNC(=O)C(CO)NC(=O)OCc1ccccc1 (stereo not given) | -1 | 4.3 | 0.6 | -5 | 3 | 6 | -4 | 1.8 | 0
COc1ccc(CC(O)CO)cc1OCc1ccccc1 (stereo not given) | -4 | x | -1.6 | 7 | 1 | -2 | -3 | -4.1 | x
CCOC(=O)c1c(NC(=O)COC(=O)c2ccc(Cl)nc2)sc(C(=O)N(C)C)c1C | 9 | -1.1 | 3.9 | 5 | -3 | -3 | 0 | -2.0 | -5
CCOC(=O)C1=C(C)N=C2SCCC(=O)N2C1c1cccs1 (stereo not given) | -6 | -2.3 | -0.5 | 12 | 5 | 2 | 4 | -4.3 | 3
CCC(CC)NC(=O)Cn1c(C(C)NC(C)=O)nc2ccccc21 (stereo not given) | -4 | 0.0 | x | -8 | 1 | -4 | 3 | -1.8 | -11
COc1ccc(OC)c(C(c2c(C)[nH][nH]c2=O)c2c(C)[nH][nH]c2=O)c1 | 4 | -0.1 | -1.1 | 8 | 3 | 6 | 0 | -1.7 | -15
COc1ccc(-c2nc(CS(=O)CC(=O)NCc3ccccc3)c(C)o2)cc1OC (stereo not given) | -5 | 4.7 | 4.1 | -5 | -25 | 2 | 5 | 0.3 | -8
O=c1cc(CNC2CCCCC2)c2ccccc2[nH]1 | 7 | -2.8 | 1.0 | -5 | 3 | -4 | 3 | -2.8 | 1
O=C(c1cccs1)N1CCN(Cc2nc3ccccc3c(=O)[nH]2)CC1 | -12 | 2.0 | 0.6 | -9 | -10 | 3 | 2 | -2.6 | 5
O=S(=O)(c1ccc(Cl)cc1)N1CCC(O)(CN2CCN(Cc3ccccc3)CC2)CC1 | -4 | 3.0 | x | -3 | -1 | 2 | -2 | -5.4 | -5
O=c1c2ccccc2cnn1Cc1n[nH]c(=S)n1-c1ccc(F)c(Cl)c1 | 3 | 1.9 | -0.4 | -2 | 5 | 5 | 1 | 0.5 | 5
C#CCn1cc(CNC[C@H]2O[C@@H](n3cnc4c(=O)[nH]c(N)nc43)[C@H](O)[C@@H]2O)c2ccccc21 | -10 | x | -0.1 | -17 | x | x | -1 | -0.5 | x
CC(C)CNC(=O)c1ccccc1NC(=O)c1ccc(CN2CCOCC2)cc1 | 3 | 1.3 | -0.7 | 4 | 2 | 5 | 2 | -3.9 | -1
O=C(N/N=C/c1ccoc1)c1ccccc1 | 3 | -2.4 | 7.3 | 7 | 6 | 5 | -3 | -3.4 | -10
C/C(CC(O)(/C=N/O)c1ccccc1)=N\O (stereo not given) | 2 | 0.5 | -1.2 | -2 | 2 | 0 | 1 | -2.9 | -4
CCN(CC)CCN=C(C)c1c(O)n(-c2ccccc2OC)c(=O)[nH]c1=O | -5 | -0.8 | 2.9 | -4 | -3 | 2 | 0 | -0.1 | 0
NC(=O)C1(N2CCCCC2)CCN(C(=O)CSc2nc3ccccc3[nH]2)CC1 | 7 | -0.2 | 1.0 | -1 | -2 | 10 | 4 | -0.1 | 2
COC12NC(=O)N(C)C1(OC)C(=O)N(C)C(=O)N2C (stereo not given) | 7 | -0.4 | x | 2 | 6 | 0 | 0 | -0.6 | 2
Cc1sc2nc(SCC(=O)NCCO)n(C)c(=O)c2c1C | 2 | -1.3 | 4.6 | 0 | -3 | 24 | -2 | -1.6 | -1
C[C@@H]1CN([C@@H](C)CO)C(=O)CCCn2cc(nn2)CO[C@H]1CN(C)C(=O)c1cc(-c2ccccc2)on1 | -7 | x | -0.6&-3.6 | -4 | 2 | 7 | -1 | -0.8 | x
COc1ccc(-c2cc(C(=O)N3CCN(c4ccccc4O)CC3)c3ccccc3n2)cc1 | 2 | -2.7 | -1.0 | -3 | -4 | 7 | 8 | -1.3 | -4
COc1ccc(N2CCN(CC(=O)NC(=O)NCc3ccccc3)CC2)cc1 | 1 | 5.8 | -0.4 | -3 | 5 | -2 | 6 | -0.2 | 4
COc1ccc(S(=O)(=O)N2CCN(c3ccccc3OC)CC2)cc1OC | -2 | 4.2 | -4.5 | u | -6 | -3 | 1 | -3.3 | -1
COc1ccc(C(=O)N/N=C\c2coc3ccc(C)cc3c2=O)cc1 | -2 | 0.3 | -1.1 | -1 | 75* | 7 | 2 | -1.2 | 7
CCN(CC)c1c(C)nc2ccc(C(=O)Nc3cc(-c4ccccc4)ccc3OC)cn12 | -5 | x | -1.6 | -3 | x | -2 | -1 | -4.6 | x
COc1ccc(NC(=O)C2Cc3c(-c4ccc5c(c4)OCO5)ccnc3O2)cc1OC (stereo not given) | 11 | x | 4.0 | -8 | x | 6 | 48* | -2.3 | x
CCc1ccc(C(O)c2ncc(-c3ccccc3OC)[nH]2)cc1 (stereo not given) | 8 | x | 2.7 | 5 | x | -3 | 1 | -3.0 | x
COc1ccccc1NC(=O)N(C)C[C@H]1OCc2cnnn2CCCC(=O)N([C@H](C)CO)C[C@@H]1C | -1 | x | -0.6&-2.3&-2.3 | -2 | 2 | -2 | 1 | -1.4 | x
O=C(NC(=S)NCCC1=CCCCC1)c1ccco1 | 8 | 2.1 | x | -4 | -12 | 6 | 0 | 0.8 | 4
CC1CCCCN1Cc1c(O)ccc2c(=O)c(-c3ccc(Br)cc3)coc12 (stereo not given) | -13 | x | x | -16 | -4 | 16 | 42* | -0.1 | x
COC(=O)c1ccc(NC(=O)C2CCCN(S(C)(=O)=O)C2)cc1 (stereo not given) | 2 | -0.5 | -1.3 | -10 | -9 | 8 | 2 | -1.6 | 7
C/C(O)=C\c1nc(=O)c2c(C)cc(C)nc2n1-c1ccccc1 | 2 | 2.9 | -1.5 | -6 | -3 | 20 | 5 | 0.3 | 2
Other results:
SMILES | PrPC TRFRET | Mtb UGM inh | Mtb BioA inh | BoNT F protease | MazF activator | GDH-TPI counter | FBA Mtb inh | FadD28 FP inh | Rv3671c protease
O=S1(=O)c2c(F)cccc2O[C@@H](COCc2ccccc2)CN1CCc1ccc(F)cc1 | 8 | x | -0.4 | 0 | -6 | -3 | -1 | -3.8 | x
CN(C)c1nc(Cl)nc(NCCOc2ccccc2)n1 | -1 | -0.7 | -0.6 | 12 | 16 | 5 | -1 | -0.8 | -9
CN(CC(=O)Nc1ccc(OC(F)(F)F)cc1)C(=O)Cn1c(=O)cnc2ccccc21 | -2 | -1.3 | -1.0 | -4 | 6 | 10 | 7 | -1.4 | 1
CC(NC(=O)c1cc(COc2c(F)cccc2F)on1)c1cnn(-c2ccccc2)c1 (stereo not given) | 9 | -2.7 | -1.3 | -8 | 2 | 5 | 1 | -1.6 | -12

Screening data as filed in PubChem.
